D2 antag: antagonists of human D2 dopamine receptor | P14416 | HEK293 TREx D2 cells, calcium flux, dopamine EC80 | 2% of 340,000 active | inhibition, % at 10 µM; in the data active = inhibition above about 30%; also: 0% is about no effect
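Cells plated overnight at 30 C with tetracycline; no-wash calcium dye, 30–90 min RT; 10 s baseline; compound pinned; 180 s read; EC80 dopamine added; another 180 s read.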
TRHR agonist: activates the human TRH receptor; AID 493084; 0.18% of 360,000 active; P34981; activation, % at 2 µM; TRHR cells, calcium flux fluo-8, FDSS agonist mode; also: 0% is about no effect
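Agonist-mode FDSS calcium read (Ex 480/Em 530, 1 s cycles) in 1536-well TRHR cells with fluo-8 dye, after 10-cycle baseline and 23 nL compound addition; TRH at EC20 (10 nM final) added afterwards for the enhancer phase.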
TRHR PAM: allosterically enhances the human TRH receptor | enhancement, % at 2 µM | AID 493056 | P34981 | 0.66% of 360,000 active | TRHR cells, fluo-8 calcium fluorescence, EC20 TRH enhancement; in the data active = enhancement above about 30%; also: 0% is about no effect
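Enhancer read-out: after compound pinning and an initial kinetic agonist-mode read, an EC20 of TRH (10 nM final) was injected and fluo-8 calcium signal (Ex 480/Em 530) followed at 1 s/cycle for 100 cycles in TRHR-expressing cells.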
D2 agonist: agonists of human D2 dopamine receptor | P14416 | HEK293 T-REx D2 cells, calcium flux agonist mode | activation, % at 2 µM | 0.53% of 340,000 active;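 active = activation over 3 SD above normal in the single-dose calcium agonist read, cut at about 30% in these data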; also: 0% is about no effect
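In this primary screen, compounds producing a positive calcium signal within 180 s of addition to tetracycline-induced, force-coupled HEK293 Trex D2 cells are flagged; cells are dye-loaded with a no-wash calcium kit beforehand.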
D1 PAM: enhances dopamine response at the human D1 receptor | potentiation, % at 10 µM | HEK293 TREx D1 cells, calcium flux, dopamine EC20 potentiation | AID 504651 | 0.036% of 360,000 active; in the data active = potentiation above about 30%; also: 0% is about no effect
D1 antag: human D1 dopamine receptor antagonism | P21728 | HEK293 TREx D1 cells, calcium flux, dopamine EC80; active compounds read low | activity change, negative = inhibition, % at 10 µM | 3.2% of 360,000 active; in the data active = activity change below about -30%; also: % is scaled to controls: 0 for no effect and ±100 for the full control effect
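Using tetracycline-induced force-coupled D1 Hek293 cells and a calcium dye, signals were followed for 180 s after compound, then for 180 s after EC80 dopamine, to detect inhibitors.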
RXFP1 antagonist: blocks the human relaxin receptor RXFP1 | AID 1259400 | Q9HBX9 | 0.59% of 350,000 active | HEK293-RXFP1, relaxin-stimulated cAMP HTRF, 30 min; active compounds read low | activity change, negative = inhibition, % at 57.5 µM;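 active = activity change of -60% or lower, but not beyond a set lower limit; inconclusive = change between -60% and -40%, or beyond the set limit; inactive = change above -40%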; also: % is scaled to controls: 0 for no effect and ±100 for the full control effect
Target sequence (Q9HBX9 whole entry, looked up): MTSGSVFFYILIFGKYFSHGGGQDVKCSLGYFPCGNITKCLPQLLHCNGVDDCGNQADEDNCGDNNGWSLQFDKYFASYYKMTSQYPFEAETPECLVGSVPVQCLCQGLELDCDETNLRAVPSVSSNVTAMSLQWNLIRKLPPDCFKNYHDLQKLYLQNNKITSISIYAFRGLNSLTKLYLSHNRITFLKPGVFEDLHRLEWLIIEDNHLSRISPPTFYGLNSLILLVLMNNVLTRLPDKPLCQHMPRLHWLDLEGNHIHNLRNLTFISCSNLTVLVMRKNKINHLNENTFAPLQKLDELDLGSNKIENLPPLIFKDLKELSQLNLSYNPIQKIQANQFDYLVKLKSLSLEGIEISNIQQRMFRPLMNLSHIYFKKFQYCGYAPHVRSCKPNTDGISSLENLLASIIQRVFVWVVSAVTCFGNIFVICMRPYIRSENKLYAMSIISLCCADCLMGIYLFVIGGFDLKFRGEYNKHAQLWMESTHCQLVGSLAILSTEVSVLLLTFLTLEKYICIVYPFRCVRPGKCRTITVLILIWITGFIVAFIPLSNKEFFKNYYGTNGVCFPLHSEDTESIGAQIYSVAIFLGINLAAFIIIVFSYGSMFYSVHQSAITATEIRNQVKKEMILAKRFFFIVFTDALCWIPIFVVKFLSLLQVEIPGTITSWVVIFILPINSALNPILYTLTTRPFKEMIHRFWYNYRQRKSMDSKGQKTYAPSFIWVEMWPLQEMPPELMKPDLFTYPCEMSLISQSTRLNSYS
D2 PAM: D2 dopamine receptor (human) potentiation | HEK293 T-REx D2, calcium flux, EC20 dopamine potentiation | potentiation, % at 10 µM | 0.34% of 340,000 active;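 active = potentiation over 3 SD above the plate norm, cut at about 30% in these data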; also: 0% is about no effect
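Tetracycline-induced HEK293 T-REx cells force-coupled to calcium signalling expressed D2; compounds were pin-added after a 10 s baseline, read kinetically 180 s, then an EC20 dopamine challenge followed with a further 180 s calcium read.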
D1 agonist: human D1 receptor agonism; P21728; 1% of 360,000 active; activation, % at 2 µM; HEK293 T-REx D1 cells, calcium flux, agonist mode; AID 504660; also: 0% is about no effect
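Agonism was scored from calcium flux recorded over 180 s (1 read/s) after pintool compound addition, following a 10-cycle baseline. Cells were inducible force-coupled HEK293 TREx D1, plated overnight at 30 C and loaded with no-wash calcium dye.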
* hit, by the source's call; ? = inconclusive; . = not tested or not shown; & = joins results of further samples. Rule as the data show it, unless noted: active = activation above about 30%; inactive = the rest.

The first 7 compounds (preview)
SMILES	D2 antag	TRHR agonist	TRHR PAM	D2 agonist	D1 PAM	D1 antag	RXFP1 antagonist	D2 PAM	D1 agonist
Cc1ccccc1Nc1c(-c2c[nH]c3ccccc23)nc2cccc(C)n12	.	11	-1	.	3	-5	-32	-3	33*
Cc1cc(C)n(C(C)CC(=O)N2CCc3ccccc32)n1 (stereo not drawn)	0	-0.3	-5	-0.4	-3	11	-11	14	0
O=C(CSc1nccn1-c1ccc(Cl)cc1)Nc1cccc2ccccc12	.	0.0	7	1.1	-1	12	-10	-9	2
Cc1ccc(CN2CCN(Cc3cn(C)nc3-c3ccccc3)CC2CCO)o1 (stereo not drawn)	9	-0.2	2	-0.5	2	7	-16	12	2
COc1ccc(OC)c(C(=O)c2ccc(C(=O)Nc3ccc4ccccc4c3)cc2)c1	6	1.3	0	0.7	3	-4	6	5	1
COc1ccc(CCNC(=O)c2cccc(-n3cnc4cccnc43)c2C)cc1OC	.	-0.7	1	-0.3	-2	-1	3	2	0
CC(=O)N1CCOc2ccc(S(=O)(=O)Nc3ccc(C)cn3)cc21	0	0.0	-4	-0.4	-8	-7	15	11	1

Results (from the top)
SMILES	D2 antag	TRHR agonist	TRHR PAM	D2 agonist	D1 PAM	D1 antag	RXFP1 antagonist	D2 PAM	D1 agonist
Cc1ccccc1Nc1c(-c2c[nH]c3ccccc23)nc2cccc(C)n12	.	11	-1	.	3	-5	-32	-3	33*
Cc1cc(C)n(C(C)CC(=O)N2CCc3ccccc32)n1 (stereo not drawn)	0	-0.3	-5	-0.4	-3	11	-11	14	0
O=C(CSc1nccn1-c1ccc(Cl)cc1)Nc1cccc2ccccc12	.	0.0	7	1.1	-1	12	-10	-9	2
Cc1ccc(CN2CCN(Cc3cn(C)nc3-c3ccccc3)CC2CCO)o1 (stereo not drawn)	9	-0.2	2	-0.5	2	7	-16	12	2
COc1ccc(OC)c(C(=O)c2ccc(C(=O)Nc3ccc4ccccc4c3)cc2)c1	6	1.3	0	0.7	3	-4	6	5	1
COc1ccc(CCNC(=O)c2cccc(-n3cnc4cccnc43)c2C)cc1OC	.	-0.7	1	-0.3	-2	-1	3	2	0
CC(=O)N1CCOc2ccc(S(=O)(=O)Nc3ccc(C)cn3)cc21	0	0.0	-4	-0.4	-8	-7	15	11	1
CCOc1ccc(NC(=O)CN2CCN(C(=O)c3ccco3)CC2)cc1S(=O)(=O)N1CCCC1	12	1.0	7	1.1	3	-6	2	14	0
CCC(C)OC(=O)C1=C(C)NC2=C(C(=O)C(C(=O)OC)C(C)C2)C1c1ccc(N(C)C)cc1 (stereo not drawn)	-14	1.2	4	1.0	4	-2	24	-1	0
CCN(C(=O)c1cc2c(=O)n3cccc(C)c3nc2n1CCCOC)C1CCCCC1	2	-0.2	3	-0.6	1	12	9	0	3
O=C1CCCN1Cc1ccccc1	30*	-1.2	4	0.4	1	-3	.	1	3
O=C(NCCCN1CCOCC1)C(=O)NCc1ccco1	-10	0.1	-1	0.8	3	-15	15	4	3
NC(=O)NC(=O)COC(=O)CCCCCNS(=O)(=O)c1ccc2c(c1)OCCO2	8	-1.0	4	3.6	-3	6	6	0	2
O=[n+]1c2c(n([O-])c3ccccc31)CCCC2	-26	1.1	-5	0.1	-4	-13	-5	-5	0
CC1(C)OC(=O)C(=CNC(=O)c2c(F)cccc2F)C(=O)O1	-20	0.6	-2	0.3	-5	10	7	5	4
CN(CC(=O)NCCc1ccccc1)S(=O)(=O)c1ccccc1	-17	0.2	0	0.1	2	6	-4	2	0
COC(C(=O)NNS(=O)(=O)c1ccc([N+](=O)[O-])cc1)c1ccccc1 (stereo not drawn)	-8	-0.3	-3	-1.1	1	-1	-3	17	1
Cc1sc(NC(=O)c2ccco2)c(CN2CCN(c3ccccn3)CC2)c1C	124*	0.1	-3	68*	-3	1	-19	-30	3
Cc1cccc2cc(CN(CCCO)C(=O)Nc3ccc(Cl)cc3)c(=O)[nH]c12	6	-0.5	5	1.2	-7	1	-14	11	-3
O=C(COc1ccc(Cl)cc1)NCCSCc1ccccc1Cl	1	-2.2	0	-0.8	-8	5	-9	-1	2

Single values from the results shown:
O=C(COc1ccc(Cl)cc1)NCCSCc1ccccc1Cl | RXFP1 antagonist: -9
O=[n+]1c2c(n([O-])c3ccccc31)CCCC2 | D1 agonist: 0
O=C(CSc1nccn1-c1ccc(Cl)cc1)Nc1cccc2ccccc12 | D1 PAM: -1

Next entries
SMILES	D2 antag	TRHR agonist	TRHR PAM	D2 agonist	D1 PAM	D1 antag	RXFP1 antagonist	D2 PAM	D1 agonist
CC(NC(=O)C1CCCCC1)c1ccc2c(c1)OCCO2 (stereo not drawn)	0	0.0	1	0.8	9	15	0	15	4
O=C1CC(c2ccc(Cl)cc2)CC(=O)C1CS(=O)(=O)c1ccccc1 (stereo not drawn)	-4	0.2	2	-0.5	0	-10	-10	9	1
Cc1c(NC(=O)CSc2ncn[nH]2)c(=O)n(-c2ccccc2)n1C	-10	-0.1	6	-0.5	2	-6	6	17	3
Cc1onc(-c2ccccc2Cl)c1C(=O)N/N=C(\N)COc1ccc(Cl)cc1	-10	-0.1	-7	-0.5	-1	7	-25	1	4
CNS(=O)(=O)c1ccc(NC(=O)c2ccc(Cl)cc2Cl)cc1	-2	-1.0	-3	-3.0	-4	-2	-5	-2	5
COC(=O)Cc1csc(Nc2ccccc2)n1	2	0.0	9	-1.1	5	-5	0	-1	6
COc1ccccc1NC(=O)Cc1ccsc1	4	-0.3	-9	-0.1	5	-4	3	8	3
CCOc1ccc(NC(=O)c2cc3cc(C)ccc3n2C)cc1	.	0.8	-1	0.8	2	-56*	-2	-9	-1
Cc1ccc(NC(=O)c2cc(S(=O)(=O)N3CCOCC3)c(Br)s2)cc1	11	0.8	1	0.0	-4	-7	-5	1	5
CCc1ccc(NS(=O)(=O)c2ccc3[nH]cc(C(=O)NC4CCCC4)c(=O)c3c2)cc1	.	2.6	-14	2.1	-2	6	-5	18	7
CCc1ccc(-c2cc(C)no2)cc1S(=O)(=O)N1CCOc2ccccc21	12	0.3	-2	-0.2	1	-18	4	-4	8
COCc1nnc(NC(=O)CC(C)C)s1	-1	0.0	4	0.0	0	-9	-6	-6	-1
O=C(N/N=C/c1cccc([N+](=O)[O-])c1)c1ccc2nc[nH]c2c1	-13	-0.9	7	-0.2	5	0	2	14	4
COc1ccc(Oc2nccc(-c3ccc(Cl)cc3)n2)cc1	.	-0.5	-5	.	6	25	-23	.	-1
Cn1cc(P(=S)(N2CCOCC2)N2CCOCC2)cc1P(=S)(N1CCOCC1)N1CCOCC1	-5	0.1	4	0.4	-2	-9	-6	2	1
CC(C)NC(=O)CN(c1cccc([N+](=O)[O-])c1)S(=O)(=O)c1ccccc1	-6	-1.0	-3	0.5	5	6	1	10	0
CCn1c(CSc2nc(C)cc(C)n2)nnc1SCC(N)=O	5	0.1	-12	0.5	-2	-1	14	-3	2
CCc1ccc(NC(=O)/C(C#N)=C\c2ccc(OC)c(C(=O)O)c2)cc1	.	0.1	11	.	1	25	?	.	0
Cc1ccc(S(=O)(=O)Cn2nnnc2C(C)N2CCN(C(=O)c3ccco3)CC2)cc1 (stereo not drawn)	3	-0.4	-5	-0.1	-3	-10	-11	2	2
COc1ccc(N/N=C(/C(C)=O)N2CCCc3ccccc32)cc1	-1	-0.8	0	-2.9	0	9	-13	-1	2

Arranged by the number under TRHR agonist (falling): 3 from the list above.
SMILES | TRHR agonist
Cn1cc(P(=S)(N2CCOCC2)N2CCOCC2)cc1P(=S)(N1CCOCC1)N1CCOCC1 | 0.1
Cc1c(NC(=O)CSc2ncn[nH]2)c(=O)n(-c2ccccc2)n1C | -0.1
COc1ccc(Oc2nccc(-c3ccc(Cl)cc3)n2)cc1 | -0.5

Going on with the list:
SMILES	D2 antag	TRHR agonist	TRHR PAM	D2 agonist	D1 PAM	D1 antag	RXFP1 antagonist	D2 PAM	D1 agonist
O=C(c1ccc([N+](=O)[O-])cc1Cl)N1CCN(c2ccccn2)CC1	-9	0.4	13	6.8	-3	-4	-1	-5	1
COc1ccc(NC(=O)Cn2nnc(C(=O)NCCc3ccccc3)c2N)cc1	-4	-0.3&-0.1	6&5	2.9&0.2	-8&4	-24&-13	-2	1&1	2&0
NC(N)=NC1=NC(=O)C(Cc2ccccc2)S1 (stereo not drawn)	10	0.1	-8	0.7	2	-1	0	-9	13
C/C(CC(=O)Nc1ccc(C)c(Cl)c1)=N\NC(=O)Cc1cnc(N)s1	0	-0.7	2	-0.9	-4	7	8	3	1
COc1ccc(S(=O)(=O)N(Cc2cc3cc(C)ccc3[nH]c2=O)CC2CCCO2)cc1 (stereo not drawn)	6	0.0	-2	0.2	12	-5	-8	2	0
O=C(CO/N=C/c1ccccc1OC(F)F)NCc1ccco1	20	-1.2	6	-1.7	-1	-12	5	0	3
COc1ccccc1C/C(N)=N/OC(=O)COc1cccc(C)c1C	13	0.3	5	1.1	-1	11	-1	-5	5
CCOC(=O)/C(C#N)=C1/C=CN(Cc2ccccc2)C=N1	4	-0.4	-4	0.4	-1	9	33	-5	2
CC(C)Cn1nc(C(=O)Nc2nnc(C3CC3)s2)c2ccccc2c1=O	-18	-3.4	-4	0.9	-1	17	6	19	-1
Cc1cccc(OCC(=O)NNC(=O)c2ccc3nc[nH]c3c2)c1	-28	1.4	6	0.2	-5	-16	-11	10	1
Cc1ccc(Cn2c(=N)n(CC(=O)c3ccccc3)c3ccccc32)cc1	22	0.5	13	-0.2	-9	-15	-20	2	10
CSCC[C@@H](C(=O)Nc1cccc(F)c1)N1Cc2ccccc2C1=O	.	0.2	10	-0.6	1	13	.	8	0
